PfG6PD inh = PfG6PD enzyme inhibitors, primary screen, biochemical, fluorescence intensity, uHTS; 0.78% of 350,000 active; AID 504690, 2011; PfGluPho enzyme, NADPH resazurin-diaphorase fluorescence; inhibition, % at 20 µM;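 active means inhibition reaching at least a set limit at 20 µM in the primary screen, cut at about 59% in these data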;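 further: 0% = DMSO wells with substrate and 100% = DMSO wells lacking glucose-6-phosphate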
HKDC1 inh = HKDC1 hexokinase inhibitors, primary screen, biochemical, fluorescence, uHTS; inhibition, % at 20 µM; 0.16% of 340,000 active; recombinant HKDC1, G6PDH/diaphorase resazurin coupled fluorescence; AID 493160, 2011;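 active means inhibition above about 35% when tested at 20 µM, limit read from the data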;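 further: plate controls were DMSO wells with enzyme for no effect and DMSO wells lacking enzyme for full effect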
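Test system: recombinant HKDC1 (HK5) hexokinase enzyme, produced in-house / Doses: 20 µM test compound, 1% DMSO / Timing: 90 min, room temperature / Detection: G6PDH/diaphorase-coupled fluorescence, 1 mM NADP, 100 µM resazurin, 525/613 nm / Control set: DMSO wells with and without enzyme mix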
SENP1 inh = human SENP1 catalytic domain inhibitors, primary screen, biochemical, FRET, uHTS | Sentrin-specific protease 1 (Homo sapiens), Q9P0U3 | recombinant SENP1 catalytic domain, CyPet-SUMO1-YPet FRET cleavage | inhibition, % at 10 µM | 0.21% of 360,000 active;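 active means inhibition at least 30% at 10 µM, raw YFP signal under a set limit, fluorescence ratio 0.5 to 1.5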;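 further: 0% = enzyme with DMSO and 100% = no enzyme wells; some results filed as inactive read as strong as hits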
Target sequence (Q9P0U3 419-644 limits assumed): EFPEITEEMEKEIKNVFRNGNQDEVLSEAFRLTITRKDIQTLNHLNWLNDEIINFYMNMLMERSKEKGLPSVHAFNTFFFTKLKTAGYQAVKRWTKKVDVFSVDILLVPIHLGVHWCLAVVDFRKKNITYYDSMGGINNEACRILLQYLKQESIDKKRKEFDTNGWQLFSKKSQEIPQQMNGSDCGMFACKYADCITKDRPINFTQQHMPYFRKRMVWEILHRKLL
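Assay system – human recombinant His6-tagged SENP1 catalytic domain enzyme · Input – SENP1 enzyme, 20 pM final · Buffer or medium – Tris pH 8 buffer plus EDTA, NaCl, BME, BSA, NP40, catalase · Schedule – 50 min reaction at room temperature · Technique – FRET read of cyan and yellow fluorescence · Control set – no-enzyme wells low, DMSO-plus-enzyme wells high control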
SENP8 block = human SENP8 protease inhibitors, primary screen, biochemical, fluorescence, Nedd8 protein substrate, uHTS; Sentrin-specific protease 8 (Homo sapiens), Q96LD8; recombinant SENP8; inhibition, % at 20 µM; 0.64% of 360,000 active; AID 602440, 2012; in the data active means inhibition mostly above about 40%, no sharp cut-off; inactive means mostly below about 27%
Target sequence (Q96LD8 whole entry, looked up): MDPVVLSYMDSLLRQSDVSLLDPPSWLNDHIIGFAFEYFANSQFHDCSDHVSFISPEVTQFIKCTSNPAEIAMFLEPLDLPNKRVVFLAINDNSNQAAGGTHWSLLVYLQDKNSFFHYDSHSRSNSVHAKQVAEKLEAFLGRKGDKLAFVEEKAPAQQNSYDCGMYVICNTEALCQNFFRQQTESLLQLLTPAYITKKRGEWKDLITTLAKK
An asterisk follows results filed as active.

Screening O=C(O)c1ccccc1/C=N/Nc1ccc(S(=O)(=O)Nc2ccc(Cl)cc2)cc1[N+](=O)[O-] returned PfG6PD inh -33.6 and HKDC1 inh 2.7.
Screening CN(C)S(=O)(=O)c1cccc(N=C2NN=C(c3ccccc3)CS2)c1 returned PfG6PD inh 17.9 and HKDC1 inh -281.0.
For O=C1C=CC(=O)N1CCCCCCN1C(=O)C=CC1=O the results were PfG6PD inh 95.0* and HKDC1 inh -9.1.
`Cc1[nH]c2ccccc2c1CCCO` gave PfG6PD inh 14.7 and HKDC1 inh 4.8.
`COC(=O)C1=C(C(=O)OC)[C@@H]2Nc3ccccc3[C@@]23C[C@@H](C(=O)OC)N(C(=O)c2ccc(Br)cc2)C3=N1` gave PfG6PD inh 3.2 and HKDC1 inh 5.0.
CCCOc1ccc(/C=N/NC(=S)Nc2ccccc2[N+](=O)[O-])c(O)c1 was read as PfG6PD inh 0.9 and HKDC1 inh -48.5.
C=C1C(=O)[C@]23C[C@H]1CCC2[C@]1(C)C(=O)CC[C@@](C)(C(=O)O)C1C[C@@H]3O (stereo partly specified) was read as SENP1 inh 0.3 and SENP8 block 3.3.
For COc1ccc(S(=O)(=O)N2C[C@@H](O)COC[C@@H]3O[C@H](CC(=O)NCCCN4CCOCC4)CC[C@H]32)cc1 the results were SENP1 inh 3.6 and SENP8 block 11.7.
`CC(=O)Nc1cc(-c2ccc(N)nc2)cn2c(-c3cccc(C(F)(F)F)c3)cnc12` gave SENP1 inh -28.1 and SENP8 block -393.2.
For COc1ccc(NC(=O)C(C2CC2)n2c(=O)c(-c3ccccc3)nc3ccccc32)cc1 (stereo unspecified) the results were SENP1 inh 0.7 and SENP8 block -71.8.
`Cc1ccc(C)c(C(O)c2ncc(-c3ccc4ccccc4c3)[nH]2)c1` (stereo unspecified) gave SENP1 inh -4.2 and SENP8 block -76.9.
`Cc1ccccc1-c1csc(C(O)c2cccc(Cl)c2)n1` (stereo unspecified) gave SENP1 inh 1.4 and SENP8 block -0.4.
`COCCNc1nc(NCc2ccccc2)nc2ccsc12` gave SENP1 inh -2.1 and SENP8 block -18.9.
CC1(C(=O)NCc2ccco2)Cc2c(-c3cccc(C(N)=O)c3)ccnc2O1 (stereo unspecified) was read as SENP1 inh 1.9 and SENP8 block 8.5.
`O=c1cc(CN2CCCCCCC2)c2ccccc2o1` gave SENP1 inh -5.3 and SENP8 block 17.1.

Sorted by SMILES length (ascending): three of the compounds above
`COCCNc1nc(NCc2ccccc2)nc2ccsc12` gave SENP1 inh -2.1 and SENP8 block -18.9.
For O=C1C=CC(=O)N1CCCCCCN1C(=O)C=CC1=O the results were PfG6PD inh 95.0* and HKDC1 inh -9.1.
`CC(=O)Nc1cc(-c2ccc(N)nc2)cn2c(-c3cccc(C(F)(F)F)c3)cnc12` gave SENP1 inh -28.1 and SENP8 block -393.2.

Next section
For CC(C)c1ccc(NC(=O)C2(C)Cc3c(-c4cccc(C(N)=O)c4)ccnc3O2)cc1 (stereo unspecified) the results were SENP1 inh 0.1 and SENP8 block 9.1.
COc1ccccc1-c1cc(NC(C)=O)c2ncc(-c3ccc(F)cc3)n2c1 was read as SENP1 inh -8.1 and SENP8 block -281.1.
Screening CCCS(=O)(=O)NC(=O)C1(C)CCCN(C(=O)c2cc(C(C)(C)C)nn2C)C1 (stereo unspecified) returned SENP1 inh 2.1 and SENP8 block 29.5.
Screening NC(Cc1ccc(C(F)(F)F)cc1)c1csc(Nc2ccccn2)n1 (stereo unspecified) returned SENP1 inh -0.1 and SENP8 block 2.6.
COc1cc(C(O)c2nc(-c3cccc(C(F)(F)F)c3)cs2)ccc1F (stereo unspecified) was read as SENP1 inh 1.5 and SENP8 block 13.2.
Screening O=S1(=O)CC(N2CCN(Cc3ccccc3F)CC2)CN1Cc1cn(Cc2cccc(C(F)(F)F)c2)nn1 (stereo unspecified) returned SENP1 inh -1.1 and SENP8 block 12.5.
CC(C)C1C(=O)N(Cc2cn(CCC3OCCO3)nn2)CCS(=O)(=O)N1Cc1ccc(-c2ccc(F)cc2Cl)cc1 (stereo unspecified) was read as SENP1 inh -0.1 and SENP8 block 8.1.
Screening O=C1NC[C@H](CCCCN2CCN(CCC3CCCCC3)C(=O)C2=O)N(CC2CCCCC2)C1=O returned SENP1 inh -0.3 and SENP8 block 13.1.
`CCCNC(=O)c1cc(C2CCCN(S(=O)(=O)c3cccc4cccnc34)C2)on1` (stereo unspecified) gave SENP1 inh 1.2 and SENP8 block 2.5.
Cc1ccc(F)cc1C(=O)N1CCCC(c2cc(C(=O)NCc3ccccc3)no2)C1 (stereo unspecified) was read as SENP1 inh 1.6 and SENP8 block 8.2.
Screening CC(=O)c1cccc(-c2cnc3c(NC=O)cc(-c4ccccc4Oc4ccccc4)cn23)c1 returned SENP1 inh -5.9 and SENP8 block -29.9.
Screening CC1CCC(NC(=O)C2CCC(CNS(=O)(=O)c3ccc4c(c3)C(C)(C)C(=O)N4C)CC2)CC1 (stereo unspecified) returned SENP1 inh 0.1 and SENP8 block 10.0.
`CN(C)c1ccc(CNC(=O)C2(C)Cc3c(-c4cccc(C(N)=O)c4)ccnc3O2)cc1` (stereo unspecified) gave SENP1 inh -0.5 and SENP8 block 23.6.
`CCCCCc1c(-c2ccccc2F)ncn1CCc1ccccc1OC` gave SENP1 inh 3.5 and SENP8 block 11.7.
For COc1ccc(NC(=O)C2(C)Cc3c(-c4ccc(N(C)C)cc4)ccnc3O2)cc1 (stereo unspecified) the results were SENP1 inh -1.5 and SENP8 block inactive.
For CCCS(=O)(=O)NC(=O)C1(C)CCN(C(=O)c2ccc(SC(F)(F)F)cc2)C1 (stereo unspecified) the results were SENP1 inh 0.3 and SENP8 block 11.4.
CCN(C)C1CN(Cc2cn(Cc3ccccc3)nn2)S(=O)(=O)C1 (stereo unspecified) was read as SENP1 inh 0.5 and SENP8 block 9.7.
For COc1ccc(-c2cnc3c(NC(C)=O)cc(-c4ccc(C(=O)N5CCOCC5)cc4)cn23)cc1OC the results were SENP1 inh -0.2 and SENP8 block -126.9.
`CC1(C(=O)Nc2ccc3c(c2)OCCO3)CCN1Cc1csc2ccccc12` (stereo unspecified) gave SENP1 inh 3.2 and SENP8 block 7.1.
O=C(O)CCC(=O)c1ccc(C2CCCCCC2)cc1 was read as SENP1 inh 2.5 and SENP8 block 2.0.
CCc1nc2c(OCc3ccc(Cl)cc3Cl)cccn2c1N(C)C(=O)CC(C)C was read as SENP1 inh 0.4 and SENP8 block 3.2.
`CC(=O)Nc1cc(-c2ccc(C(=O)NC3CC3)cc2)cn2c(-c3cccc(C(C)=O)c3)cnc12` gave SENP1 inh 0.5 and SENP8 block -76.7.
COc1ccc(C(=O)N2CCCC2(C)C(=O)NCC(C)C)cc1C(F)(F)F (stereo unspecified) was read as SENP1 inh 0.5 and SENP8 block 23.7.
For COC(=O)[C@]12CCCCC=C1N(Cc1ccc3c(c1)OCO3)C(=O)[C@H](CC(=O)NCCCN1CCCC1=O)C2 the results were SENP1 inh 2.4 and SENP8 block 8.6.
Screening C=CCNc1nc2cc(-c3ccc(C(=O)N4CCOCC4)cc3)sc2c(=O)n1C returned SENP1 inh 1.3 and SENP8 block -325.7.
For CCCCNC(=O)C1(C)CCN1C(=O)c1cccc2c1OCCO2 (stereo unspecified) the results were SENP1 inh -0.6 and SENP8 block 14.4.
`CCOC(=O)C1=C[C@@H](C(C)(C)C)N(S(=O)(=O)c2ccc(C)cc2)[C@H]1c1cccc(Cl)c1` gave SENP1 inh -3.3 and SENP8 block 10.0.
Cc1cc2nc(-c3cccc(Cl)c3)c(Cc3cccc(Cl)c3)n2c(C)c1Br was read as SENP1 inh 5.7 and SENP8 block 8.3.
Screening CC1(C(=O)NS(=O)(=O)c2ccc(Br)cc2)CCN1C(=O)Cc1ccsc1 (stereo unspecified) returned SENP1 inh -1.4 and SENP8 block 6.7.
Screening Oc1ccc(C[C@H]2CNC(=S)N2C[C@H]2CCCN2C[C@H](Cc2ccccc2)N2C[C@H](Cc3ccc(O)cc3)N(CCc3ccccc3)C2=S)cc1 returned SENP1 inh 1.1 and SENP8 block 9.1.

Fetched by structure from the list above:
For CCCS(=O)(=O)NC(=O)C1(C)CCN(C(=O)c2ccc(SC(F)(F)F)cc2)C1 (stereo unspecified) the results were SENP1 inh 0.3 and SENP8 block 11.4.
Screening CC1(C(=O)NS(=O)(=O)c2ccc(Br)cc2)CCN1C(=O)Cc1ccsc1 (stereo unspecified) returned SENP1 inh -1.4 and SENP8 block 6.7.

Going on with the list.
`CS(=O)(=O)c1ccc(Nc2nc(C(N)c3ccccc3)cs2)cc1` (stereo unspecified) gave SENP1 inh -0.4 and SENP8 block -194.4.
For CC1(C(=O)NC2CCc3ccccc32)CCN1CCc1ccccc1 (stereo unspecified) the results were SENP1 inh -3.4 and SENP8 block 19.4.
`O=c1[nH][nH]c2c1[C@H](c1ccc(Cl)cc1)O[C@H](CCc1ccccc1)C2` gave SENP1 inh 3.1 and SENP8 block 7.5.
For CCc1ccc(C(O)c2ncc(-c3cccc(C(F)(F)F)c3)[nH]2)cc1 (stereo unspecified) the results were SENP1 inh -1.5 and SENP8 block 22.1.
Screening Cc1ccc(S(=O)(=O)NC(=O)C2(C)CCN2C(=O)C2CCCCC2)nc1 (stereo unspecified) returned SENP1 inh 4.2 and SENP8 block 16.5.
CC(C)NC(=O)C1(C)CCCN1C/C=C/c1ccccc1 (stereo unspecified) was read as SENP1 inh -4.0 and SENP8 block 3.3.
For O=C(NCc1cccs1)c1ccc2nc([C@@H]3O[C@H](CO)[C@H](O)[C@H](O)[C@H]3O)[nH]c2c1 the results were SENP1 inh -2.3 and SENP8 block 8.4.
Screening COc1cc(F)ccc1-c1cc(C(=O)Nc2ccc(NC(C)=O)cc2)[nH]n1 returned SENP1 inh 1.9 and SENP8 block 17.9.
CC1(C(=O)Nc2cccc(OC(F)(F)F)c2)Cc2c(-c3cccc(C(F)(F)F)c3)ccnc2O1 (stereo unspecified) was read as SENP1 inh -0.9 and SENP8 block 12.1.
Screening CCCNC(=O)C1(C)CCN(C(=O)c2c(Cl)cccc2Cl)C1 (stereo unspecified) returned SENP1 inh -1.2 and SENP8 block -9.2.
`CC(=O)Oc1ccccc1Cn1c(C)c(C(=O)NCCC#N)sc1=O` gave SENP1 inh -3.1 and SENP8 block 1.8.
For COc1ccc(-c2cc(C(=O)Nc3cc(OC)c(OC)c(OC)c3)[nH]n2)c(C)c1 the results were SENP1 inh 2.5 and SENP8 block 19.8.
For OC[C@@H]1CN(Cc2ccc(Cl)cc2)C[C@H](n2cnc3c(NCc4ccc(F)cc4)ncnc32)O1 the results were SENP1 inh 0.6 and SENP8 block 10.0.
For CCOC(=O)[C@]12CCC=C1N(Cc1ccc3c(c1)OCO3)C(=O)[C@H](CC(=O)NCCCOC)C2 the results were SENP1 inh 0.3 and SENP8 block 6.7.
Screening COc1ccccc1N1CCN(Cc2cc(=O)oc3cc(C)ccc23)CC1 returned SENP1 inh 2.2 and SENP8 block 21.2.

Brought forward from above: 2 compounds, then new ones.
For CCOC(=O)[C@]12CCC=C1N(Cc1ccc3c(c1)OCO3)C(=O)[C@H](CC(=O)NCCCOC)C2 the results were SENP1 inh 0.3 and SENP8 block 6.7.
Screening COc1ccccc1N1CCN(Cc2cc(=O)oc3cc(C)ccc23)CC1 returned SENP1 inh 2.2 and SENP8 block 21.2.
CC(C)C[C@H]1CNC(=O)C(=O)N1C[C@@H]1CCCN1C[C@H](CC(C)C)N1C[C@H](Cc2ccccc2)N(CCc2ccccc2)C(=O)C1=O was read as SENP1 inh 0.1 and SENP8 block 20.0.
Cc1cccc(C)c1-n1nnnc1C1(C)CCC(=O)N1C1CCN(Cc2ccccc2)CC1 (stereo unspecified) was read as SENP1 inh 1.9 and SENP8 block 8.6.
`CN(C)c1cccc(CNC(=O)c2ccc3nc([C@H]4C[C@H](O)[C@@H](CO)O4)[nH]c3c2)c1` gave SENP1 inh 0.0 and SENP8 block 13.1.
For COc1ccc(CNC(=O)C2Cc3c(-c4ccccc4Oc4ccccc4)ccnc3O2)cc1OC (stereo unspecified) the results were SENP1 inh 0.4 and SENP8 block 26.7.
`O=C1CCCCC(=O)[C@H](OC(=O)c2ccccc2)C[C@H](c2ccccc2)O1` gave SENP1 inh 1.6 and SENP8 block 14.5.
Screening Cc1cc2nc(-c3nnnn3C3CCCCC3)c(=O)[nH]c2cc1C returned SENP1 inh -22.4 and SENP8 block -380.7.
Screening CCCS(=O)(=O)NC(=O)C1(C)CCN(C(=O)c2ccc(C(F)(F)F)nc2C)C1 (stereo unspecified) returned SENP1 inh -0.1 and SENP8 block 12.9.

Screening results from PubChem BioAssay.

This is a subset; the hit share may differ from the screen's.
